# Source: PubChem BioAssay
# DNMT1 inh: inhibitors of human DNMT1. DNMT1 molecular beacon, Hinp1I cleavage, fluorescence. actives 0.83% (n = 360,000). inhibition (reported as % activation of signal), % at 10 µM. AID 588458; in the data active means inhibition above about 50%
# bovine MsrA act: activates bovine MsrA enzyme | activation, % at 10.6 µM | actives 0.3% (n = 360,000) | purified bovine MsrA, absorbance read-out; in the data active means activation above about 7.5%;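 further: 0% = vehicle and 100% = reference activator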
# Scp-1 inhibitor: inhibitors of human Scp-1 phosphatase | Q9GZU7 | Recombinant Scp1, phosphopeptide, malachite green phosphate absorbance | inhibition, % at 20 µM | actives 0.88% (n = 340,000);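 active means inhibition above about 50% at 20 µM, limit read from the data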;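 further: plate controls were DMSO wells with enzyme for no effect and wells lacking enzyme for full effect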
# Target sequence (Q9GZU7 76-261 limits assumed): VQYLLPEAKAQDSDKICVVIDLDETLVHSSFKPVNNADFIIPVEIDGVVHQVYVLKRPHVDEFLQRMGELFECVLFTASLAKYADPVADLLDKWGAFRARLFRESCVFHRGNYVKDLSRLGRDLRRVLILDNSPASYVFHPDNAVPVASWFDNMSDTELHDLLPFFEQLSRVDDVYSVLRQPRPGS
#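 Test system: SCP-1 phosphatase catalytic domain, residues 76-261; measured by: colorimetric phosphate reagent with accelerator and stabiliser, absorbance at 630 nm; timing: enzyme reaction 45 min at room temperature, colour 5 min, stabilisation 30 min; also added: Phosphorylated 17-residue peptide substrate; compound dosing: one concentration, 20 µM, with 1.0% DMSO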
# SUMO1-SIM PPI: modulators of human SUMO1-mediated protein-protein interactions; inhibition, % at 20 µM; P63165; actives 0.33% (n = 360,000); SUMO1 binding to a labelled peptide, TR-FRET, 1 h; in the data active means inhibition above about 37%
# Target sequence (P63165 whole entry, looked up): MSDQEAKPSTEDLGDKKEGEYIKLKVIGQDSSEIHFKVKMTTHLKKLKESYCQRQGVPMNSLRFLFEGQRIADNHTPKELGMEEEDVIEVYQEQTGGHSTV
# LMPTP inh: blocks human LMPTP phosphatase | P24666 | recombinant LMPTP-A, OMFP fluorogenic substrate, fluorescence intensity | inhibition, % at 20 µM | actives 0.22% (n = 360,000) | AID 651560;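 active means compounds that cut the enzyme signal by at least half of the control window in the single-dose screen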;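 further: plate controls were DMSO wells with enzyme plus substrate for no effect and substrate without enzyme for full effect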
# Target sequence (P24666 whole entry, looked up): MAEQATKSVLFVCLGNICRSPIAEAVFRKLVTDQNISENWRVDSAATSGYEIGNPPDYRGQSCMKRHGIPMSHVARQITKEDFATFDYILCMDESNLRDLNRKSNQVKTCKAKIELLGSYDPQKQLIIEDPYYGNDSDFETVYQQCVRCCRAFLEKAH
#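 Test system: LMPTP-A phosphatase enzyme; input: 0.625 nM LMPTP-A final; reagent: OMFP substrate, 400 µM final; compound dosing: 20 µM single dose, 3% DMSO; incubation: 50 min dark incubation at room temperature; measured by: endpoint fluorescence intensity from OMFP dephosphorylation; measure: % inhibition relative to no-enzyme and uninhibited control wells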
# CendR NRP1 mod: alters CendR peptide binding to human NRP-1. O14786. FAM-RPARPAR peptide binding to NRP-1, fluorescence polarization. inhibition, % at 25 µM. actives 0.85% (n = 360,000);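 active means inhibition or corrected inhibition above about 18%, plus a signal ratio from 0.5 to 1.5, limit read from the data, passing the limit was not always enough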; further: strong numbers were not always called active
# Tb MetRS inh: blocks T. brucei methionyl-tRNA synthetase activity | purified T. brucei MetRS, ATP depletion, Kinase-Glo luminescence | inhibition, % at 11.9 µM | actives 0.4% (n = 360,000) | AID 624268;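 active means inhibition above a per-plate cutoff of the control wells' mean inhibition plus 3 SD, cut at about 5.5% in these data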;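 further: 0% = DMSO wells median and 100% = median of wells with control inhibitor compound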
#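 Test system: purified T. brucei MetRS enzyme. Also added: ATP, methionine and E. coli bulk tRNA substrates. Compound: 11.9 µM single point. Schedule: 15 min enzyme-compound preincubation, 2 h reaction, 10 min detection, 25 °C. Signal: luciferase luminescence of residual ATP, Kinase-Glo. Evaluation: percent inhibition versus plate control medians. Controls: DMSO wells, low control.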
# E coli Lon inh: inhibits E. coli Lon protease | purified E. coli Lon protease, fluorescence polarization | inhibition, % at 7.94 µM | actives 0.42% (n = 360,000); in the data active means inhibition above about 13%, passing the limit was not always enough;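 further: 0% = enzyme with probe and DMSO and 100% = no enzyme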
# STEP inh: blocks human striatal-enriched tyrosine phosphatase; P54829; recombinant STEP, OMFP fluorogenic substrate, fluorescence; inhibition, % at 20 µM; actives 0.25% (n = 360,000); AID 588621;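 active means inhibition at 20 µM, scaled per plate between control wells, above about 37%, limit read from the data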;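 further: 0% = DMSO with enzyme and substrate and 100% = substrate only without enzyme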
# Target sequence (P54829 whole entry, looked up): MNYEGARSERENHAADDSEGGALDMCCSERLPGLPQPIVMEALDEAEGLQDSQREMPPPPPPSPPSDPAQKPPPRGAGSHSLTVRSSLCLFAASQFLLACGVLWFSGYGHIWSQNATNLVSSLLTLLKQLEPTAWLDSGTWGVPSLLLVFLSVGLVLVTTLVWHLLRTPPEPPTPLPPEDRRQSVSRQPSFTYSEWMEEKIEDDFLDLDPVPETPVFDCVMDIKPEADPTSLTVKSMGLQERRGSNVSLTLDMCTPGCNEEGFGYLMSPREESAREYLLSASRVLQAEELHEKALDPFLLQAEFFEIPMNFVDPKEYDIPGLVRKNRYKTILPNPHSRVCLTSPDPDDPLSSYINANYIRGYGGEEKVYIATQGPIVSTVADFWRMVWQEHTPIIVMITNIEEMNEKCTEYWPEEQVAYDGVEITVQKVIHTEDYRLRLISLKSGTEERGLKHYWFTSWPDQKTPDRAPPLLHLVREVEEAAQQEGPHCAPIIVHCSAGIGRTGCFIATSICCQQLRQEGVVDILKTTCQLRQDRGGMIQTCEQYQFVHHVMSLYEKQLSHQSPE
#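 medium = Bis-Tris buffer pH 6.0, 2.5 mM DTT, 0.005% Tween 20 | test system = STEP (striatal-enriched tyrosine phosphatase) enzyme, cell-free | measure = normalized % inhibition | compound dosing = 20 µM, 1% DMSO | also added = 25 µM OMFP | schedule = reaction 20 min, ambient temperature | measured by = fluorescence read at 480 nm ex / 540 nm em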
# MsrA inhibitor: inhibits bovine methionine sulfoxide reductase A; purified bovine MsrA, absorbance read-out; inhibition, % at 15.5 µM; actives 0.75% (n = 360,000); AID 651718; in the data active means inhibition above about 4.5%;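 further: 0% = vehicle wells with enzyme and 100% = reference inhibitor wells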
# Active calls of the source: *; . = not tested or not shown; & = joins results of further samples.
SMILES,DNMT1 inh,bovine MsrA act,Scp-1 inhibitor,SUMO1-SIM PPI,LMPTP inh,CendR NRP1 mod,Tb MetRS inh,E coli Lon inh,STEP inh,MsrA inhibitor
Cc1ccccc1Cn1c(C)c(C(=O)NCc2cccc(C(F)(F)F)c2)sc1=O,2,-1,.,3,2.6,-1,-0.3,6,0,1.8
COc1ccccc1NS(=O)(=O)c1cccc(C(=O)N/N=C/c2cn(-c3ccccc3)nc2-c2ccccc2)c1,-5,-6,-12,-4,2.4,-11,0.3,-3,-1,6.1*
O=C(NCCN1CCOCC1)C1CCN(S(=O)(=O)N2CCCCC2)CC1,1,-4,1,64*,0.2,-4,0.0,-6,0,0.5
CC(=O)Nc1ccc(CN2CCc3c([nH]c4ccccc34)C2C(C)(C)C)cc1 (stereo not drawn),-1,-3,-8,-3,-0.1,15,-0.3,-5,1,0.5
CCOC(=O)[C@]12CCCC=C1N(Cc1ccc(Cl)cc1Cl)C(=O)[C@H](CC(=O)NCc1ccc(OC)c(OC)c1)C2,.,-1,.,6,1.3,11,0.1,-1,.,-0.4
CCCC(=O)N1CCC1(C)C(=O)Nc1ccccn1 (stereo not drawn),5,-2,.,-4,-0.8,-1,-0.3,2,-1,-0.3
COc1ccc(-n2c(C)c(C(=O)O)c3cc(OC)c4ccccc4c32)cc1,-3,-3,-10,2,3.2,3,-0.7,-5,-3,-0.6
CCCCn1nnnc1C(c1ccccc1)N1CCN(CC)CC1 (stereo not drawn),.,-5,.,0,-1.0,2,-1.4,3,.,1.7
COCCNC(=O)C1(C)CCN(C(=O)c2ccc3c(c2)C(C)(C)CCC3(C)C)C1 (stereo not drawn),-3,1,.,-5,0.5,5,0.3,3,2,0.4
CC(C)C[C@@H](CN)NC(=O)c1nc[nH]c1C(=O)N[C@@H](CC(=O)O)C(=O)CNC[C@H](C)NC(=O)c1nc[nH]c1C(=O)N[C@@H](CC(=O)O)C(=O)O,1,-2,-8,7,-1.1,0,0.1,6,1,-0.5
COc1cc2c(C(=O)OCCN(C)C)c(CSc3ccccc3)n(C)c2cc1Br,3,0,-2,4,-1.3,-2,-0.6,5,3,-0.4
COc1cc(O)c(/C=N/NC(=O)c2ccncc2)c(OC)c1[N+](=O)[O-],6,-2,-24,-5,-1.4,1,-0.2,1,0,2.2
CC1CCN(c2cc(=O)n(C3CCCCC3)c(=O)[nH]2)CC1,-2,-1,-1,-2,1.3,-5,-0.1,-4,-2,0.9
Cc1cc(C)nc(N2CCN(c3nc(-c4ccccc4)nc4c3oc3ccccc34)CC2)n1,-1,-9,-3,2,-0.5,-7,-0.3,6,1,-0.9
CCOC(=O)C1Oc2ccccc2C(c2ccoc2)=C1C(=O)OC (stereo not drawn),7,-1,-1,-2,1.0,-15,1.3,6,-1,.
O=c1c2ccccc2nc2c3ccccc3ncn12,0,0,-3,3,-0.2,16,0.0,-3,0,0.5
CCn1c(=O)c2c(nc(SCC(=O)Nc3ccccc3)n2C)n(C)c1=O,2,-1,-12,3,0.8,4,-0.2,0,0,0.2
NC(=O)C1CCN(C(=O)COc2ccc3ccccc3c2)CC1,1,-1,-3,-3,0.2,-2,-1.1,-5,-2,1.0
CC(C)(C)NCC(O)CON=C1c2ccccc2-c2ccccc21 (stereo not drawn),17,-1,-4,-15,1.7,4,-0.7,5,-4,-1.2
O=C(CN1CCN(S(=O)(=O)c2ccccc2C(F)(F)F)CC1)NCc1cccs1,-1,-5,-1,25,0.0,10,-0.4,0,-2,-0.7
Cc1nn(C)c(C)c1CNC(=O)Nc1cccc(Cl)c1C,-1,-5,-9,0,-0.9,-3,-0.5,-3,-1,-0.7
CCOc1ccc(NS(=O)(=O)c2cccc(C(=O)N(C)Cc3ccco3)c2)cc1,2,-1,-2,4,0.1,4,0.0,-13,2,0.3
Cc1cc(-c2nc(C)c(C(=O)NNS(=O)(=O)c3cccc(C(F)(F)F)c3)s2)no1,0,-4,-3,-6,-1.9,-5,-0.6,-6,-2,-0.1
COc1ccc(CC2(CO)CCN(C/C=C/c3ccccc3OC)CC2)cc1,5,-13,0,3,2.8,-7,-0.6,-10,1,0.5
COc1cccc(-n2c(C)nc3cc(C(=O)O)ccc32)c1,2,1,-5,4,-1.2,6,0.4,-12,3,-0.5

# More structures follow:
SMILES,DNMT1 inh,bovine MsrA act,Scp-1 inhibitor,SUMO1-SIM PPI,LMPTP inh,CendR NRP1 mod,Tb MetRS inh,E coli Lon inh,STEP inh,MsrA inhibitor
COc1ccc(-c2[nH]ncc2CN(C)C(C)c2ccncn2)c(F)c1 (stereo not drawn),0,-3,-4,-3,-2.7,6,-0.5,5,-2,-0.9
COc1ccc(Cl)cc1C(=O)OCC(=O)N1CCCC(C)C1 (stereo not drawn),-5,1,-10,6,0.5,-1,-0.2,7,-3,-0.3
COCCCNC(=O)Cn1nnc(-c2ccccc2NC(=O)c2ccc(F)cc2)n1,3,1,-4,0,-0.9,-23,0.2,2,-2,-0.7
Cc1cccc(-n2ncc3c(NCc4ccco4)ncnc32)c1,-3,-8,4,4,-1.1,-13,-1.8,-3,-4,-0.2
O=C(N/N=C/c1ccccc1OCC(=O)N1CCCC1)C(=O)Nc1ccccc1F,2,-3,-5,-3,-1.3,2,-1.5,-7,0,3.7
Fc1ccc(NC(=S)NCCN2CCOCC2)cc1,8,0,-6,2,-3.5,3,0.3,-2,6,0.7
CCC(CO)Nc1nc2ccc(Cl)cc2c2ccccc12 (stereo not drawn),8,-2,-2,5,3.6,16,-0.7,-3,0,0.8
COc1ccc(S(=O)(=O)NC(=O)C2(C)CCN2C(=O)Cc2ccccc2Cl)cc1 (stereo not drawn),1,-6,.,1,-3.7,-6,-0.2,1,-2,-0.4
COc1ccc(OC)c(/C=N/N=C2\SCC(=O)N2Cc2ccco2)c1,-2,2,-2,-4,0.9,-9,0.4,-1,1,0.5
O=C(COc1ccc(F)cc1Br)N1CCN(S(=O)(=O)/C=C/c2ccccc2)CC1,-2,-1,-17,5,0.5,5,0.1,-4,1,-2.2
NC(=O)c1cc2ccccc2o/c1=N/NC(=O)c1cccs1,0,-5,-6,-12,0.4,4,-0.4,4,-1,2.1
COc1cc(O)c(C(=O)/C=C/c2ccccc2)c(OC)c1,-2,-5,-9,1,3.0,-11,0.6,-1,2,1.1
COc1cc(NC(=O)c2ccc(N)nc2)cc(C(=O)Nc2cccc(C(F)(F)F)c2)c1,0&-6,-3&-3,-1,7&7,1.0&1.8,-4&7,-1.1&-0.2,-2&-11,-5&-2,0.5&2.9
O=C(CCCOc1ccccc1)N1CCN(S(=O)(=O)c2cccc(F)c2)CC1,-3,-4,-2,3,-0.2,6,-0.2,0,-1,0.1
Cc1cccc(N2C(=O)c3ccc(C(=O)Nc4cccc(C(=O)O)c4)cc3C2=O)c1,-2,-3,-17,-23,1.0,-14,-0.6,-6,2,0.1
CCOC(=O)c1c(-c2ccco2)csc1NC(=O)COC(=O)c1cnccn1,13,-10,60*,10,4.2,-19,-0.5,-12,2,-0.4
CC[N+](CC)(CC)CC(=O)Nc1c(C)cccc1C,-2,-2,-1,-2,-0.5,-18,-0.1,3,-2,-0.8
COC(=O)c1ccc(COn2nnc3ccccc32)cc1,0,-1,-9,-3,0.4,-4,-0.2,-8,1,-1.3
CC(C)NC(=O)C(=O)NCCN1CCN(C(=O)c2ccc(C(C)(C)C)cc2)CC1,4,-3,6,-2,-1.0,-30,-0.3,12,-3,0.0
COc1ccc2nc(-c3ccccc3)nc(SCC(=O)NCC3CCCO3)c2c1 (stereo not drawn),2,3,-7,-9,1.7,-3,-0.4,0,2,-0.4
Cc1cccc(OCc2n[nH]c(=S)n2-c2ccccc2)c1,3,2,8,-4,-0.1,-11,-0.3,-1,-2,1.1
CC(=O)Nc1cncc(-c2ccc(CN(C)C)cc2)n1,0,3,.,-1,-0.8,-5,0.5,3,-1,2.3
CCn1c(COc2cccc(C)c2)nc2ccccc21,-1,-10,-2,1,0.0,-12,-1.4,-2,3,0.1
CC(Nc1ccc(Cl)cc1)C(=O)NN (stereo not drawn),-1,-2,-9,-1,-1.8,2,-1.1,12,3,0.9
O=C(Cc1ccccc1)NCCn1ccc2ccccc21,2,-2,-8,-8,-0.8,2,0.6,8,-2,0.1

# The listing continues:
SMILES,DNMT1 inh,bovine MsrA act,Scp-1 inhibitor,SUMO1-SIM PPI,LMPTP inh,CendR NRP1 mod,Tb MetRS inh,E coli Lon inh,STEP inh,MsrA inhibitor
CC(C)C1=NOC(C(=O)N2CCC(N3CCC(C(=O)N4CCOCC4)CC3)CC2)C1 (stereo not drawn),2,-9,-9,2,-0.1,-8,0.0,0,-1,-0.7
Cc1ccc(/C=N/NC(=O)C(c2ccncc2)N2CCOCC2)cc1 (stereo not drawn),1,2,-8,-1,-1.2,-4,0.5,-7,-2,0.6
COc1ccccc1Nc1ccc(Nc2ccccc2OC)nn1,4,-1,2,-11,1.9,-8,-0.2,-10,0,0.3
CCOC(=O)N1CCN(C(=O)CCN2C(=O)c3ccccc3S2(=O)=O)CC1,0,-3,-9,-2,-0.6,0,-0.4,-5,4,-1.1
O=C(Nc1cc2c(cc1Br)OCCO2)c1ccco1,0,2,-7,-4,-0.1,6,-0.2,-2,-1,1.2
O=C(COC(=O)C1CC(=O)N(Cc2ccco2)C1)Nc1ccccc1[N+](=O)[O-] (stereo not drawn),2,-2,-1,-25,0.9,-6,-0.4,4,1,0.3
CCOC(=O)N1CCN(C2CC(=O)N(c3ccc(Cl)c(Cl)c3)C2=O)CC1 (stereo not drawn),-7,-1,-9,-1,-0.4,-3,-0.9,2,0,1.5
COc1ccccc1N(Cc1cc2cccc(C)c2[nH]c1=O)C(=O)C(C)C,-2,-5,-2,2,-1.2,0,-1.1,-4,0,1.4
COC(=O)c1ccc(NC(=O)C(=O)N2CCN(C(=S)Nc3ccc(OC)cc3)CC2)cc1,2,-9,9,-2,-0.2,-5,-1.2,8,-2,-0.8
CCCNC(=O)N1CCN(c2nc(C(C)C)c3c(c2C#N)CC(C)(C)OC3)CC1,0,-1,41,8,-0.9,-3,-0.3,-11,-1,0.7

# Complete entries, looked up by structure. Screens in order: DNMT1 inh	bovine MsrA act	Scp-1 inhibitor	SUMO1-SIM PPI	LMPTP inh	CendR NRP1 mod	Tb MetRS inh	E coli Lon inh	STEP inh	MsrA inhibitor
# Listed for CCOC(=O)N1CCN(C2CC(=O)N(c3ccc(Cl)c(Cl)c3)C2=O)CC1 (stereo not drawn) → -7	-1	-9	-1	-0.4	-3	-0.9	2	0	1.5
# Listed for O=C(Nc1cc2c(cc1Br)OCCO2)c1ccco1 → 0	2	-7	-4	-0.1	6	-0.2	-2	-1	1.2
# Listed for COc1ccccc1N(Cc1cc2cccc(C)c2[nH]c1=O)C(=O)C(C)C → -2	-5	-2	2	-1.2	0	-1.1	-4	0	1.4
